Cav32 inh = blocks human Cav3.2 T-type calcium channel. Cav3.2-expressing cells, Fluo-4 calcium fluorescence FDSS; active compounds read low. B-score at 10 µM. 4% of 100,000 active;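 active means single-dose well whose peak fluorescence ratio is a statistical outlier from its plate by either plate-standardised score or position-corrected B-score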
Target sequence (O95180 whole entry, looked up): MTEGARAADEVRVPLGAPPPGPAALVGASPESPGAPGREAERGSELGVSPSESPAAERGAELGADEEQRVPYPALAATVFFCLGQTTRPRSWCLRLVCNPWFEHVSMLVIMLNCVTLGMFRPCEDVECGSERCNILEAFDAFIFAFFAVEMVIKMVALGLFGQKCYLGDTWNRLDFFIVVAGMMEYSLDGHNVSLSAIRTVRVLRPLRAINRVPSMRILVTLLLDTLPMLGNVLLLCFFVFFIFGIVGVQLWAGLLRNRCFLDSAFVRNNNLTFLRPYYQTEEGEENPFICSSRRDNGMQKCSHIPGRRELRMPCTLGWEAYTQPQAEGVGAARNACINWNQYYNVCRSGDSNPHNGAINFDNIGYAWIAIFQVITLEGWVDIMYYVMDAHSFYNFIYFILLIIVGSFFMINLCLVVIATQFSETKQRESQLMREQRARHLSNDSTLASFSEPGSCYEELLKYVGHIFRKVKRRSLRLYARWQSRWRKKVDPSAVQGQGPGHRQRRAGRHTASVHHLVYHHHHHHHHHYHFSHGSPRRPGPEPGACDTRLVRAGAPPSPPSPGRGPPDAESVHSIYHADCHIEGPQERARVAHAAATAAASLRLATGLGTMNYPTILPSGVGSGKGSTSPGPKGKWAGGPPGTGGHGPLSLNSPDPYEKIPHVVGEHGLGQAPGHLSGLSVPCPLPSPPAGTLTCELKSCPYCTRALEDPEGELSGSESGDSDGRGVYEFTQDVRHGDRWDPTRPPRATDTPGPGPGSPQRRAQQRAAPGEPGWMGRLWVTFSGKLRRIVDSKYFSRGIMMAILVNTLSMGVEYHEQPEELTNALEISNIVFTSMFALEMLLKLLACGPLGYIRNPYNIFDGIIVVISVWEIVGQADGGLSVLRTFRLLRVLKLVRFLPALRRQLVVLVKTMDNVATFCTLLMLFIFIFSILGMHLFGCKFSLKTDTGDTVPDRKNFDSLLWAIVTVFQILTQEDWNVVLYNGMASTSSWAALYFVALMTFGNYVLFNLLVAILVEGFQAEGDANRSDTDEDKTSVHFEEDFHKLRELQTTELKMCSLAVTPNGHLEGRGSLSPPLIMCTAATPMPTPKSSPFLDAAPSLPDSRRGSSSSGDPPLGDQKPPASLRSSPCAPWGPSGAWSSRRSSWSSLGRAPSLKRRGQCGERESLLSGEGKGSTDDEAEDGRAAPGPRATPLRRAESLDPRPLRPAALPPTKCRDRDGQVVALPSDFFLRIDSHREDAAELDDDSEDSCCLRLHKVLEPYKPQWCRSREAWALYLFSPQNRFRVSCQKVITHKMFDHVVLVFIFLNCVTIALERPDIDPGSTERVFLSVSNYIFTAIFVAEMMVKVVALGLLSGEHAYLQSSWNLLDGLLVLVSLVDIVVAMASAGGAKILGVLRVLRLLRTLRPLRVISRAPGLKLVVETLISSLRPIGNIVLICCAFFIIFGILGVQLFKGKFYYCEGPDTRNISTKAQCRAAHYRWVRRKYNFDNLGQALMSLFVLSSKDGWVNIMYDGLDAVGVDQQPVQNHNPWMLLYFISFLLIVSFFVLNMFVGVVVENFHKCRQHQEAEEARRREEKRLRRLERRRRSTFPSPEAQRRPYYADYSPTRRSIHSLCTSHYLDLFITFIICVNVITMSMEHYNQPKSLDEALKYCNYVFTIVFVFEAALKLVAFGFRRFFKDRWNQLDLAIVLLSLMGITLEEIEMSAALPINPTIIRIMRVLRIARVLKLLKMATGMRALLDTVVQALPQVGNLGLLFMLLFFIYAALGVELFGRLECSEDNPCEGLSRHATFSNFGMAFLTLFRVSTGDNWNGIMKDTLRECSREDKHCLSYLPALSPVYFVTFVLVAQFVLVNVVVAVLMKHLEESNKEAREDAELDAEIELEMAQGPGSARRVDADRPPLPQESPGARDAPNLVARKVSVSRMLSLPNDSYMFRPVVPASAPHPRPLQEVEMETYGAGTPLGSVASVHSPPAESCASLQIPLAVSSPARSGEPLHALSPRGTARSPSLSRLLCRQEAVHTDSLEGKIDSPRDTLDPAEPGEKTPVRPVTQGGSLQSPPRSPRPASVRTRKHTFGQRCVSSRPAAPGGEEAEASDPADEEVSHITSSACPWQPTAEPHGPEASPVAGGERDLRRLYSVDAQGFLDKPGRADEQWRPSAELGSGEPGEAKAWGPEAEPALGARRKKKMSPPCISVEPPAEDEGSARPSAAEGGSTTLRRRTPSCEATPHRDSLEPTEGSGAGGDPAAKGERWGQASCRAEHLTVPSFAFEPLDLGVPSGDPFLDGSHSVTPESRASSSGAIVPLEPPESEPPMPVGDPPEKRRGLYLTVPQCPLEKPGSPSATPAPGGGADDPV
* hit, by the source's call; & = joins results of further samples. An excerpt, so the mix of outcomes need not match the whole.

SMILES	Cav32 inh
CC1CCN(C(=O)CSc2nnc(CNC(=O)c3ccco3)o2)CC1	0.606
Cc1c(C=O)cnn1CCC(=O)O	-0.26
COc1ccc(NC2c3ccccc3C(=O)N2c2ccccn2)cc1Cl (configuration not stated)	-1.95
CCN(CC)C(=O)CSc1nc2ccccc2c(=O)n1-c1ccccc1OC	1.55
O=C(Cn1nc(C(F)(F)F)c2c1CCC2)Nc1ccccc1C(F)(F)F	-2
COc1ccccc1-c1cc(C(=O)NCCN2CCOCC2)no1	0.0194
CCN1C(=O)N[C@@H](c2ccccc2)C(C(=O)OC)=C1C	-0.116
CN(C(=O)c1cccnc1)c1nnc(-c2ccccn2)s1	-0.771
COCC(=O)N(C)c1nnc(-c2ccccn2)s1	0.751
COCCNS(=O)(=O)c1ccc(OCC(=O)OC)c(Cl)c1	0.554
Cc1cc(NC(=O)C2CCCCC2C(=O)O)no1 (configuration not stated)	0.127
C#C[C@]1(O)CC[C@H]2[C@@H]3CCc4cc(OC5CCCC5)ccc4[C@H]3CC[C@@]21C	-0.207
O=C1CSC(=NC2CCCCC2)N1	1.65
COc1cccc(N(CC(=O)O)S(=O)(=O)c2ccccc2)c1	-0.0687
O=C(CCN1C(=O)COc2ccccc21)NCc1cccs1	0.378
O=C(Nc1ccc2c(c1)OCO2)c1ccc2nc[nH]c2c1	0.687
CSc1nc2cc(Cl)ccc2s1	0.26
O=C(Oc1ccc(Cl)cc1)c1ccc2nccnc2c1	-1.37
CCOC(=O)c1ccc(NC(=O)COC)cc1	-0.222
Cc1nc2c3cc(Cl)ccc3n(CCN3CCCCC3)c2s1	-0.905

Sorted by value in Cav32 inh (lowest first): some entries from above
SMILES	Cav32 inh
O=C(Oc1ccc(Cl)cc1)c1ccc2nccnc2c1	-1.37
COc1cccc(N(CC(=O)O)S(=O)(=O)c2ccccc2)c1	-0.0687
CSc1nc2cc(Cl)ccc2s1	0.26

(cont.)
SMILES	Cav32 inh
CCOC(=O)N1CCN(CCC(=O)Nc2cccc(Br)c2)CC1	0.643&0.752
COc1ccc(N=C2S/C(=C\c3ccc(C)o3)C(=O)N2CC(C)C)cc1	0.206
O=C(NCCc1ccccn1)c1cccc(S(=O)(=O)N2CCCCCC2)c1	-0.325
O=C(c1ccccc1F)N1CCC(N2CCCCCC2)CC1	-0.237
CSc1nc(C)cc(-c2cc(C(=O)Nc3ccccc3)on2)n1	-1.4
Cc1ccc(-c2cc(-c3ccccc3)c3c(N)c(S(C)(=O)=O)sc3n2)cc1	-0.292
O=C(CSc1nn(-c2ccc(F)cc2)c(=S)s1)N1CCN(C(=O)c2ccco2)CC1	-0.886
CC1CC(C)CN(S(=O)(=O)c2ccc(C(=O)NCc3ccc4c(c3)OCO4)cc2)C1 (configuration not stated)	-3.33
Cc1ccc(NC(=O)CSc2n[nH]c(-c3ccncc3)n2)cc1	0.966
COCCCNC(=O)CCn1c(=O)c2ccccc2n(CC(=O)Nc2c(C)cccc2C)c1=O	0.671
CCCCSc1nnc([C@@H](NC(=O)OC(C)(C)C)C(C)C)o1	-1.44
CCCNC(=O)c1cc2nc(-c3ccccc3)cc(C(F)(F)F)n2n1	0.597
CCOC(=O)N1CCN(Cc2c(F)cccc2F)CC1	-1.08
CCCCCCCCc1nnc(NC(=O)c2ccco2)s1	-2.35
CCOC(=O)Cc1csc(NS(=O)(=O)c2ccc(F)cc2)n1	-0.554
CCc1cc2ccccc2nc1SCC(=O)Nc1cc(C)on1	0.0573
Cc1cc(C)c(C#N)c(Oc2ccccc2)n1	-0.0164
CN(c1nc2ccccc2n2c(-c3ccco3)nnc12)S(=O)(=O)c1ccccc1	0.702
CCN1C2=NCCCN2c2cc(C)c(C)cc21	-1.38
O=C1CCCc2nc(N3CCN(c4ccccc4)CC3)ncc21	-0.193
C=CCN(CC=C)C(=O)C1CCC(C(=O)N(CC=C)CC=C)CC1 (configuration not stated)	0.0496
COc1ccc(CCNC(=O)COC(=O)c2ccc(Br)o2)cc1	-3.8*
O=C1OC(Nc2ccc(Br)cn2)c2ccccc21 (configuration not stated)	-0.0209
CCOC(=O)C(NCc1ccccc1OC)(NC(=O)CC)C(F)(F)F (configuration not stated)	0.177
Cc1cccc(C)c1NC(=O)C(c1ccccc1)N1CCC2(CC1)OCCO2 (configuration not stated)	-0.972
NC1=NC2(CCCCCC2)n2c(nc3ccccc32)N1	-0.704
CN1C(=O)CC(N2CCN(Cc3ccc(Cl)cc3)CC2)C1=O (configuration not stated)	0.195
CN1C2=C(C#N)C(c3ccccc3)(C(F)(F)F)NC(=O)N2c2ccccc21 (configuration not stated)	0.379
CN(C(=O)C1CCOC1)c1nnc(C2CCOC2)s1 (configuration not stated)	0.00108
CN1CCN(C(=O)C2CCCCC2C(=O)O)CC1 (configuration not stated)	0.5
O=C1C2CC=C(Cl)CC2C(=O)N1c1ncn[nH]1 (configuration not stated)	2.25
CCOC(=O)C1(P(=O)(c2ccc(Cl)cc2)c2ccc(Cl)cc2)CCC1	-6.29*
Cc1ccc(-n2nnc(-c3ccnc4ccccc34)n2)cc1	-0.898
NS(=O)(=O)c1ccc(NC(=O)CSc2nnc(COc3ccccc3Cl)n2C2CC2)cc1	-0.256
CC(=O)c1sc(NC(=O)C2COc3ccccc3O2)nc1C (configuration not stated)	0.499
CCOC(=O)c1ccc(N2C(=O)CC(NC3CCN(C(=O)c4ccc(F)cc4)CC3)C2=O)cc1 (configuration not stated)	0.701
CCOc1cccc2c1OC1(C)CC2NC(=O)N1c1ccc(OC)cc1 (configuration not stated)	0.192
CN1C(=O)NC(c2ccccc2)C2=C1CN(c1cccc(C(F)(F)F)c1)C2=O (configuration not stated)	-0.0434
Cc1oc(-c2ccccc2F)nc1CN1CCC(C(=O)NCCC2=CCCCC2)CC1	-5.73*
Cc1nc(NCC2CCCO2)[nH]c(=O)c1CCC(C)C (configuration not stated)	0.0717
O=C(CSCc1cnn(-c2ccccc2)c1-n1cccc1)NCc1ccc2c(c1)OCO2	-7.7*
Cc1cc(C)cc(NC(=O)CCn2ccnc2C)c1	-0.113
COc1ccc(C2=NOC(C(=O)NCc3ccco3)C2)cc1OC (configuration not stated)	-0.316
CC(C)CNC(=O)CSc1nc(-c2cccs2)cc(C(F)(F)F)n1	-0.408
CN(C)S(=O)(=O)c1cccc(COC(=O)C2=COCCO2)c1	0.549
On1c(-c2ccccc2)nc2ccc(Cl)cc21	0.55
CC(C)CNC(=O)c1noc2c1CCCC2	0.937
CSc1nc(N(C)NC(=O)c2ccccc2)c2ccccc2n1	-2.64
CCS(=O)(=O)N1CCN(C(=O)c2cc(OC)cc(OC)c2)CC1	1.07
CC(=O)N1c2c(cc(Br)cc2S(=O)(=O)N2CCN(c3ccccn3)CC2)CC1C (configuration not stated)	-0.134

Overlap with the part before: 3 compounds, followed by the next part.
SMILES	Cav32 inh
CSc1nc(N(C)NC(=O)c2ccccc2)c2ccccc2n1	-2.64
CCS(=O)(=O)N1CCN(C(=O)c2cc(OC)cc(OC)c2)CC1	1.07
CC(=O)N1c2c(cc(Br)cc2S(=O)(=O)N2CCN(c3ccccn3)CC2)CC1C (configuration not stated)	-0.134
O=C(O)c1cc(S(=O)(=O)NCC2CCCO2)ccc1Cl (configuration not stated)	0.0169
Cc1c(Cl)cccc1NC(=O)CSc1nnc(C)n1-c1ccccc1	-0.39
CCC(CCC(=O)Nc1nncs1)C(=O)O (configuration not stated)	0.476
CC(C)CCN(N=O)[C@@H](Cc1ccccc1)CN(N=O)[C@@H](Cc1ccccc1)CN(C)N=O	-1.16
COCCCNc1nc2c([nH]1)c(=O)[nH]c(=O)n2C	-0.243
C=C(C)CSC1=C(C#N)C(c2ccccc2Cl)CC(=O)N1 (configuration not stated)	-1.95
Cc1cc(C)n(-c2ccc(C(=O)OCc3nnc(-c4ccccc4)o3)cc2)n1	-0.666
COc1ccc(Nc2cc(C)nc(-n3nc(C)cc3C)n2)cc1	-0.788
CCOC(=O)CC(=O)CSc1nc2c(cc1C#N)CCC2	0.913
O=C(OCc1csc(-c2ccccc2)n1)c1cccs1	-0.383
COc1cccc(N(C(C)=O)c2nc(C)cc(C)c2C#N)c1	-0.1
Cc1nnc(-n2cnc3ccccc32)c2ccccc12	0.00275
COC(=O)c1cc2ccc(OC)c(OC)c2c(=O)s1	1.49
O=C(C/C=N/OCc1c(Cl)cccc1Cl)c1ccccc1	-0.916
COc1ccc(-c2ccc(-c3noc(-c4cccc(OC)c4)n3)c(OC)n2)cc1	-0.181
CCCCC(=O)Nc1ccc(NC(=O)c2ccc3c(c2)OCO3)cc1OC	-0.12
CCOC(=O)c1csc(NC(=O)CSc2nnnn2-c2ccc(OC)c(OC)c2)n1	0.0487
CCc1ccc(OCC(O)CN2CCN(c3ccccc3)CC2)cc1 (configuration not stated)	-0.569
COc1ccc(N2CCN(C(=O)c3c(-c4ccccc4)noc3C)CC2)cc1	1.64
COc1cccc(OC)c1-c1nn2c(-c3ccco3)nnc2s1	0.232
c1ccc2sc(C3CCN(Cc4nnnn4Cc4ccc5c(c4)OCO5)CC3)nc2c1	-0.632
O=C(CSc1nnc(C2CCCCC2)n1Cc1ccccc1)NCc1ccco1	-0.438
C/C=C(\C)c1nnc(NC(=O)OCC)s1	-0.0498
CC(C)(C)C(=O)Nc1ncc(C(F)(F)F)cc1Cl	-0.0393
COC(=O)CN1C(=O)C(C)(C)Oc2ccc(C(=O)NC3CC3)cc21	0.000278
CCOC(=O)C1CCCN(S(=O)(=O)c2ccc(OC)cc2)C1 (configuration not stated)	-0.029
COc1cc(OC)c2c(C)cc(=O)oc2c1C(CCN1CCOCC1)c1ccc(N(C)C)cc1 (configuration not stated)	-0.969
COc1cc(C(=O)Nc2nncs2)cc(OC)c1OC	1.52
O=c1[nH]cnc2c([N+](=O)[O-])cccc12	1.05
CCOC(=O)CN(C(=O)CSc1nnc(-c2ccncc2)n1CCCOC)c1ccccc1	-0.466

Reprinted at random: four records from the list
SMILES	Cav32 inh
C/C=C(\C)c1nnc(NC(=O)OCC)s1	-0.0498
CCOC(=O)Cc1csc(NS(=O)(=O)c2ccc(F)cc2)n1	-0.554
CCN(CC)C(=O)CSc1nc2ccccc2c(=O)n1-c1ccccc1OC	1.55
COc1ccc(NC2c3ccccc3C(=O)N2c2ccccn2)cc1Cl (configuration not stated)	-1.95

Next section
SMILES	Cav32 inh
CCc1ccc(CCC(=O)Nc2ccc(C)c(C)c2)o1	-2.11
CSc1nc(SCC(=O)NCc2ccco2)c2c3c(sc2n1)COC(C)(C)C3	-2.59
CCn1cc(/C=N\NC(=O)c2csc3ccccc23)c(C)n1	0.77
O=C1CC(c2ccc(S(=O)(=O)Nc3cc(C(F)(F)F)cc(C(F)(F)F)c3)cc2)CN1 (configuration not stated)	-1.39
Cn1c(=O)oc2cc(S(=O)(=O)NCCC(=O)NCCc3ccccc3)ccc21	0.0803
O=C(Nc1cccc(Cl)c1)N1CCCC1	-0.329
COc1cc(OC)c(OC)cc1NC(=O)CC1COc2ccccc2O1 (configuration not stated)	0.529
Fc1ccc(CN(Cc2ccccc2)C(c2cccs2)c2nnnn2C2CCCCC2)cc1 (configuration not stated)	0.0759
Cc1cc(Br)ccc1NC(=O)CNC(=O)CSc1n[nH]c(N)n1	0.785
COc1ccc(NC(=O)C(CCS(C)(=O)=O)N2C(=O)c3ccccc3C2=O)cc1 (configuration not stated)	0.196

Among those listed so far, 5 contain a cyano group.
SMILES	Cav32 inh
Cc1cc(C)c(C#N)c(Oc2ccccc2)n1	-0.0164
CN1C2=C(C#N)C(c3ccccc3)(C(F)(F)F)NC(=O)N2c2ccccc21 (configuration not stated)	0.379
C=C(C)CSC1=C(C#N)C(c2ccccc2Cl)CC(=O)N1 (configuration not stated)	-1.95
CCOC(=O)CC(=O)CSc1nc2c(cc1C#N)CCC2	0.913
COc1cccc(N(C(C)=O)c2nc(C)cc(C)c2C#N)c1	-0.1

The list continues.
SMILES	Cav32 inh
CCC(=O)N1CCc2cc(Br)cc(S(=O)(=O)C3(C(=O)OC)CC3)c21	1.39
Cc1ccc(-n2cc3c(=O)n(C)c(=O)n(C)c3c2)cc1C	0.505
CC(=O)C1=C(C)N(Cc2ccccc2)C(=O)N[C@@H]1c1cccc(C(F)(F)F)c1	0.441
CN1CCN(c2ccc(Cl)cc2NC(=O)c2ccc(S(=O)(=O)N(C)C)cc2)CC1	-1.14
COC(=O)c1ccc(-n2nnnc2SCC(=O)N2CCCCC2)cc1	1.44
CCC(=O)N1CCC2(CC1)Oc1ccc(F)cc1C(=O)C21CC(c2ccc(Cl)cc2)=NO1 (configuration not stated)	-0.391
O=[N+]([O-])c1cccc(CN2[C@@H](Cc3ccccc3)COCCS2(=O)=O)c1	0.225
CCOc1ccc(-c2c[n+](=O)c3c(n2[O-])CCCC3)c(OCC)c1	0.14
CC1CN(CC(O)COc2ccc(C(C)C)cc2)CC(C)O1 (configuration not stated)	-0.0619
O=C(Nc1ccccc1)C1=C(O)CC(c2ccoc2)CC1=Nc1ccccc1 (configuration not stated)	-2.5
Cc1nc(N2CCN(C(c3ccccc3)c3ccccc3)CC2)[nH]c(=O)c1C	0.599
CCc1ccc2nc3nc(C)cc(C)c3c(N)c2c1	0.63
CCOc1ccc2nc(NCCO)[nH]c2c1	0.811
CC(=O)N(CC1CCCO1)c1nnc(-c2ccccn2)s1 (configuration not stated)	0.868
COc1cc(C(=O)N2CCN(c3ncnc4sc(C)c(C)c34)CC2)cc(OC)c1OC	1.24
O=C(CN1CCC(C(=O)c2ccc(F)cc2)CC1)Nc1ccc(F)cc1	-5.37*
O=C(CCCSc1nnnn1-c1cccc2ccccc12)c1ccc(F)cc1	-4.57*
CC(=O)c1c(O)cc(O)c(C(C)=O)c1O	-5.43*
O=C(OCCNC(=O)c1ccc2ccccc2n1)c1ccc(F)cc1	-3.17
CC(NC(=O)c1ccccc1)C(=O)NC1=NCCS1 (configuration not stated)	0.167
Nc1nc(CSc2ncn(-c3ccccc3)n2)cs1	-0.0696
CN=C(C)c1c(O)c2ccccc2oc1=O	0.413
CCCCOC(=O)c1ccc(NC(=S)NC(=O)c2c(Cl)cnn2C)cc1	0.12
O=C(NCC1CCCO1)C1CCN(C(=O)c2ccc(Cl)cc2)CC1 (configuration not stated)	-0.2

Screens from PubChem.
